Bioassay records deposited in PubChem by Broad Institute.
p53 PUMA act – mutant p53 pathway reactivation; SW480 PUMA-promoter luciferase; activation, % at 9.98 µM; 1.5% of 28,000 active; AID 624151; in the data active means activation above about 52%
STK33 inh – human STK33 kinase inhibition; Q9BYT3; AID 2322; inhibition, % at 12.5 µM; ADP-Glo luminescence, MBP substrate; 0.44% of 27,000 active; in the data active means inhibition above about 20%
Target sequence (Q9BYT3 whole entry, looked up): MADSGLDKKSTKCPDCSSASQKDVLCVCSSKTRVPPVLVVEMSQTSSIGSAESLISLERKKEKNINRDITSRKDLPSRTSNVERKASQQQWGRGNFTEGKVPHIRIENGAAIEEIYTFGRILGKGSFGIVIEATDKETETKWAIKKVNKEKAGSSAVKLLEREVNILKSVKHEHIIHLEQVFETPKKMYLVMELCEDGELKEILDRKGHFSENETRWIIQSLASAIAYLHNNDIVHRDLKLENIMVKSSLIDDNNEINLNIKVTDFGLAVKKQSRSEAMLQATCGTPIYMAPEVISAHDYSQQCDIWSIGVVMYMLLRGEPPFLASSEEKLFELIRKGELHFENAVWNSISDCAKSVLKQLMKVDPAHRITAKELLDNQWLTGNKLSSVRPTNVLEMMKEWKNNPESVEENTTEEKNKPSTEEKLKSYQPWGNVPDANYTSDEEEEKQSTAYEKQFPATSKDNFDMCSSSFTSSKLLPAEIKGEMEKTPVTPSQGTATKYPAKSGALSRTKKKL
* marks the source's active call; other numbers are inactive results. Not all compounds are listed; rates above refer to the full screens.

Preview (13 entries):
For C[C@H](CO)N1C[C@H](C)[C@@H](CN(C)S(=O)(=O)c2cccs2)Oc2ccc(NS(C)(=O)=O)cc2CC1=O the results were p53 PUMA act 12.
For C[C@@H]1CN([C@@H](C)CO)C(=O)c2cc(NS(C)(=O)=O)ccc2O[C@@H](C)CCCCO[C@H]1CN(C)C(=O)c1ccccc1 the results were p53 PUMA act -2.
Screening Nc1nc(SCC(=O)NCC2CCCO2)[nH]c(=O)c1-c1ccccc1 (configuration not stated) returned p53 PUMA act -3 and STK33 inh 0.
`CC(=O)Oc1ccc(NC(=O)COc2cccc(C)c2C)c(C(=O)O)c1` gave p53 PUMA act -6 and STK33 inh -3.
C[C@H]1CN([C@@H](C)CO)C(=O)c2cc(-c3ccc(F)cc3)cnc2O[C@@H]1CN(C)C(=O)Nc1ccccc1F was read as p53 PUMA act 6.
`C[C@@H]1CN([C@H](C)CO)C(=O)CCCn2cc(nn2)CO[C@H]1CN(C)C(=O)NC1CCCCC1` gave STK33 inh 0.
Screening CCCNC(=O)N(C)C[C@@H]1Oc2cc(Br)ccc2S(=O)(=O)N([C@H](C)CO)C[C@@H]1C returned p53 PUMA act 2.
For Cc1noc(C)c1NC(=O)Nc1ccc2c(c1)C(=O)N([C@H](C)CO)C[C@H](C)[C@H](CN(C)C(=O)c1ccccc1)OCCCC[C@@H](C)O2 the results were STK33 inh 5.
COc1ccc(-c2csc(N3N=C(C)C(C(c4ccc(Cl)cc4)C(C#N)C(N)=O)C3=O)n2)cc1 (configuration not stated) was read as p53 PUMA act -25.
CCC(C)c1ccc(NC(=O)CSc2nc3ncccc3[nH]2)cc1 (configuration not stated) was read as p53 PUMA act -16 and STK33 inh -3.
Screening Cc1nc(SCC(=O)Nc2ccccc2[N+](=O)[O-])c2c(C)c(C)sc2n1 returned p53 PUMA act 3 and STK33 inh 1.
`COc1ccc(CCNC(=O)c2ccc(-c3cccc([N+](=O)[O-])c3)o2)cc1OC` gave p53 PUMA act 23 and STK33 inh -1.
Screening C[C@@H]1CN([C@@H](C)CO)C(=O)Cc2cc(NC(=O)NC3CCCCC3)ccc2O[C@@H]1CN(C)C(=O)Nc1ccccc1 returned p53 PUMA act -6 and STK33 inh 0.

Results, from the first entry:
For C[C@H](CO)N1C[C@H](C)[C@@H](CN(C)S(=O)(=O)c2cccs2)Oc2ccc(NS(C)(=O)=O)cc2CC1=O the results were p53 PUMA act 12.
For C[C@@H]1CN([C@@H](C)CO)C(=O)c2cc(NS(C)(=O)=O)ccc2O[C@@H](C)CCCCO[C@H]1CN(C)C(=O)c1ccccc1 the results were p53 PUMA act -2.
Screening Nc1nc(SCC(=O)NCC2CCCO2)[nH]c(=O)c1-c1ccccc1 (configuration not stated) returned p53 PUMA act -3 and STK33 inh 0.
`CC(=O)Oc1ccc(NC(=O)COc2cccc(C)c2C)c(C(=O)O)c1` gave p53 PUMA act -6 and STK33 inh -3.
C[C@H]1CN([C@@H](C)CO)C(=O)c2cc(-c3ccc(F)cc3)cnc2O[C@@H]1CN(C)C(=O)Nc1ccccc1F was read as p53 PUMA act 6.
`C[C@@H]1CN([C@H](C)CO)C(=O)CCCn2cc(nn2)CO[C@H]1CN(C)C(=O)NC1CCCCC1` gave STK33 inh 0.
Screening CCCNC(=O)N(C)C[C@@H]1Oc2cc(Br)ccc2S(=O)(=O)N([C@H](C)CO)C[C@@H]1C returned p53 PUMA act 2.
For Cc1noc(C)c1NC(=O)Nc1ccc2c(c1)C(=O)N([C@H](C)CO)C[C@H](C)[C@H](CN(C)C(=O)c1ccccc1)OCCCC[C@@H](C)O2 the results were STK33 inh 5.
COc1ccc(-c2csc(N3N=C(C)C(C(c4ccc(Cl)cc4)C(C#N)C(N)=O)C3=O)n2)cc1 (configuration not stated) was read as p53 PUMA act -25.
CCC(C)c1ccc(NC(=O)CSc2nc3ncccc3[nH]2)cc1 (configuration not stated) was read as p53 PUMA act -16 and STK33 inh -3.
Screening Cc1nc(SCC(=O)Nc2ccccc2[N+](=O)[O-])c2c(C)c(C)sc2n1 returned p53 PUMA act 3 and STK33 inh 1.
`COc1ccc(CCNC(=O)c2ccc(-c3cccc([N+](=O)[O-])c3)o2)cc1OC` gave p53 PUMA act 23 and STK33 inh -1.
Screening C[C@@H]1CN([C@@H](C)CO)C(=O)Cc2cc(NC(=O)NC3CCCCC3)ccc2O[C@@H]1CN(C)C(=O)Nc1ccccc1 returned p53 PUMA act -6 and STK33 inh 0.
For COc1ccc(NC(=O)Nc2ccc3c(c2)C(=O)N([C@H](C)CO)C[C@H](C)[C@@H](CN(C)C(=O)NC2CCCCC2)OCCCC[C@@H](C)O3)cc1 the results were STK33 inh 0.
Screening CC(C)NC(=O)Nc1ccc2c(c1)C(=O)N([C@@H](C)CO)C[C@@H](C)[C@H](CN(C)Cc1ccccc1)O2 returned p53 PUMA act 13.
For COc1cc(CO)cc(I)c1O[C@H]1C=C(C(=O)NCCO)C[C@@H](NC[C@@H]2CCCO2)[C@@H]1O the results were STK33 inh -3.
Cc1noc(C)c1S(=O)(=O)Nc1ccc2c(c1)C(=O)N([C@@H](C)CO)C[C@H](C)[C@H](CN(C)S(=O)(=O)c1cn(C)cn1)O2 was read as STK33 inh -1.
NC(=S)c1cc(-c2ccccc2)c(C(F)(F)F)s1 was read as p53 PUMA act -22.
Screening COc1ccc(CN(C)C[C@@H]2OCCCC[C@H](C)Oc3ccc(NC(=O)Nc4ccc(F)cc4)cc3C(=O)N([C@H](C)CO)C[C@@H]2C)cc1 returned p53 PUMA act -20.
Screening O=C(O)CSc1nnc(-c2sc3ccccc3c2Cl)n1-c1ccccc1 returned p53 PUMA act -4 and STK33 inh 1.
For CC1(C)CC[C@]2(C(=O)O)CC[C@]3(C)C(=CCC4[C@@]5(C)C[C@@H](O)[C@H](O)[C@](C)(CO)C5CC[C@]43C)[C@@H]2[C@@H]1O (some centres not stated) the results were STK33 inh -4.
`C[C@H]1CCCCO[C@H](CN(C)C)[C@@H](C)CN([C@@H](C)CO)C(=O)c2cc(NC(=O)c3ccncc3)ccc2O1` gave p53 PUMA act 2.
`C[C@H]1CN([C@@H](C)CO)C(=O)Cc2cc(NS(C)(=O)=O)ccc2O[C@H]1CN(C)S(=O)(=O)c1ccccc1` gave STK33 inh 0.
For Cc1nn(CC(=O)NCc2ccccn2)c(C)c1[N+](=O)[O-] the results were p53 PUMA act 2 and STK33 inh -1.
For C[C@@H]1CN([C@@H](C)CO)C(=O)Cc2cc(NC(=O)C3CCCCC3)ccc2O[C@@H]1CN(C)Cc1ccc(-c2ccccc2)cc1 the results were STK33 inh 0.
Screening C[C@H]1CN([C@@H](C)CO)C(=O)c2cccc(NS(=O)(=O)c3ccccc3)c2O[C@@H]1CN(C)C(=O)Nc1cccc2ccccc12 returned p53 PUMA act -25.
Screening C[C@@H]1CN([C@H](C)CO)C(=O)Cc2cc(NC(=O)Nc3ccc(F)cc3)ccc2O[C@H]1CN(C)Cc1ccc2c(c1)OCO2 returned STK33 inh 2.
For Cc1ccccc1NC(=O)CCc1nc(-c2ccccc2F)no1 the results were p53 PUMA act 6 and STK33 inh -2.
C[C@H]1CN([C@@H](C)CO)S(=O)(=O)c2ccc(/C=C/c3ccccc3)cc2O[C@H]1CN(C)C(=O)CN1CCOCC1 was read as p53 PUMA act 3.
COc1ccc2c(c1)c(/C=C/c1nc3ccc(I)cc3c(=O)n1CCCO)c(C)n2C was read as p53 PUMA act 4 and STK33 inh 4.
`COc1ccc(C2CC(=O)c3c(O)cc(O[C@@H]4O[C@H](CO)[C@@H](OC5OCC(O)(CO)C5O)[C@H](O)[C@H]4O)cc3O2)cc1` (some centres not stated) gave STK33 inh 1.
`Cc1noc(C)c1NC(=O)Nc1cccc2c1O[C@H](CN(C)C)[C@H](C)CN([C@H](C)CO)C2=O` gave p53 PUMA act 11.
OC[C@H]1O[C@@H](OCc2ccccc2)[C@H](O)[C@@H](O)[C@@H]1O was read as p53 PUMA act -10 and STK33 inh -2.
C[C@@H]1CCCCO[C@H](CN(C)C(=O)Nc2ccccc2)[C@@H](C)CN([C@H](C)CO)C(=O)c2cc(NS(=O)(=O)c3ccc(F)cc3)ccc2O1 was read as STK33 inh -2.
`CN(c1ccccc1C(=O)NCC1CCCO1)S(C)(=O)=O` (configuration not stated) gave p53 PUMA act -11 and STK33 inh 0.
`C[C@H]1CN([C@@H](C)CO)C(=O)Cc2cc(NS(=O)(=O)c3cn(C)cn3)ccc2O[C@H]1CN(C)CC1CCCCC1` gave STK33 inh -3.
Screening COc1ccccc1OCC(=O)Nc1ccccc1C(=O)N1C(C)CCCC1C (configuration not stated) returned p53 PUMA act -5 and STK33 inh -1.
Screening COc1ccc(NC(=O)Nc2cccc3c2O[C@H](CN(C)S(=O)(=O)c2ccc(Cl)cc2)[C@@H](C)CN([C@H](C)CO)C3=O)cc1 returned p53 PUMA act 1.
For COc1ccc(N(C(C)C(=O)Nc2cc(Cl)ccc2C)S(C)(=O)=O)cc1 (configuration not stated) the results were p53 PUMA act -6 and STK33 inh 3.
`N#Cc1cccc2cccc(Sc3ccccc3)c12` gave STK33 inh 2.
O=C(CSc1nc2c(c(C(F)(F)F)n1)CCCC2)Nc1ccccc1 was read as p53 PUMA act -1 and STK33 inh 4.
Screening C/C(=C/c1ccc(C(=O)O)cc1)c1ccc2c(c1)C(C)(C)CCC2(C)C returned p53 PUMA act -7.
`Cc1cc(C(=O)Nc2cccc3c2O[C@H](CN(C)C(=O)NC2CCCCC2)[C@@H](C)CN([C@H](C)CO)C3=O)n(C)n1` gave p53 PUMA act 2.
Screening C[C@H](CO)N1C[C@H](C)[C@@H](CN(C)C)Oc2ccc(NS(=O)(=O)c3ccccc3)cc2C1=O returned p53 PUMA act 6.
C[C@@H]1CN([C@@H](C)CO)C(=O)Cc2cc(NC(=O)CCC(F)(F)F)ccc2O[C@H]1CN(C)C(=O)Nc1ccccc1 was read as p53 PUMA act 7.
For CC(C)NC(=O)N(C)C[C@H]1OCCCC[C@H](C)Oc2ccc(NS(=O)(=O)c3ccccc3)cc2C(=O)N([C@@H](C)CO)C[C@H]1C the results were p53 PUMA act 0.
For C[C@@H]1CN([C@H](C)CO)C(=O)c2cccc(NC(=O)NC3CCCCC3)c2O[C@@H]1CN(C)C(=O)Nc1ccc(C(F)(F)F)cc1 the results were p53 PUMA act -17.
CN1CCN(CC(=O)Nc2sc3c(c2C(=O)Nc2ccccc2)CCCC3)CC1 was read as p53 PUMA act -16 and STK33 inh 0.
Screening C[C@H](CO)N1C[C@H](C)[C@@H](CN(C)CC2CC2)OCc2cnnn2CCCC1=O returned STK33 inh -1.
Screening COc1ccc(S(=O)(=O)N(C)C[C@@H]2Oc3c(NC(=O)C4CC4)cccc3C(=O)N([C@@H](C)CO)C[C@H]2C)cc1 returned p53 PUMA act 0.
`Cc1cc(C)n(S(=O)(=O)c2cc(C(=O)O)c(Cl)cc2Cl)n1` gave p53 PUMA act -8 and STK33 inh 1.
Screening O=C(Nc1ccc(I)cc1C(=O)NCC1CCCO1)c1ccco1 (configuration not stated) returned p53 PUMA act 1 and STK33 inh -6.
N#Cc1c(NC(=O)Cn2c(=O)oc3cc(Br)ccc32)sc2c1CCCC2 was read as p53 PUMA act 7 and STK33 inh -1.
`COc1ccc(S(=O)(=O)N(C)CC(=O)Nc2cccc(C(F)(F)F)c2)cc1C` gave p53 PUMA act 4 and STK33 inh 0.
COC(=O)[C@]1(CCC(=O)OC(C)(C)C)N=C(c2ccc(OCCCO)cc2)O[C@@H]1c1ccccc1CN=[N+]=[N-] was read as STK33 inh 10.
Cc1noc(C)c1NC(=O)N(C)C[C@@H]1OCc2cn(nn2)CCCC(=O)N([C@H](C)CO)C[C@@H]1C was read as p53 PUMA act -1 and STK33 inh -7.
For O=C(O)Cn1c(=O)n(CC(=O)O)c2ccccc21 the results were p53 PUMA act -10 and STK33 inh -3.
For C[C@H](CO)N1C[C@H](C)[C@H](CN(C)C(=O)Nc2ccc(F)cc2)Oc2ncc(C#Cc3cccc(F)c3)cc2C1=O the results were STK33 inh 1.
`C[C@H]1CN([C@@H](C)CO)C(=O)Cc2cc(NS(=O)(=O)c3ccc(Cl)cc3)ccc2O[C@H]1CN(C)Cc1ccc(Cl)c(Cl)c1` gave STK33 inh -1.
C[C@@H]1CN([C@H](C)CO)C(=O)CCCn2cc(nn2)CO[C@H]1CN(C)C(=O)C1CCCCC1 was read as STK33 inh 3.
`C[C@@H]1CCCCO[C@@H](CN(C)Cc2ccncc2)[C@@H](C)CN([C@@H](C)CO)C(=O)c2cc(NC(=O)c3ccncc3)ccc2O1` gave p53 PUMA act -8.
Screening C/C=C(/C)C(=O)O[C@H]1CC(C)(C)C[C@H]2C3=CCC4[C@@]5(C)CC[C@H](O[C@@H]6O[C@H](C(=O)O)[C@@H](O[C@@H]7O[C@H](CO)[C@H](O)[C@H](O)[C@H]7O[C@@H]7O[C@H](CO)[C@@H](O)[C@H](O)[C@H]7O)[C@H](O)[C@H]6O[C@@H]6O[C@@H](C)[C@H](O)[C@@H](O)[C@H]6O)C(C)(C)C5CC[C@@]4(C)[C@]3(C)[C@@H](OC(C)=O)[C@@H](O)[C@@]12COC(C)=O (some centres not stated) returned STK33 inh -8.
C[C@@H]1CN([C@H](C)CO)C(=O)c2cccc(NC(=O)NC3CCCCC3)c2O[C@@H]1CN(C)S(=O)(=O)c1ccc(Cl)cc1 was read as p53 PUMA act -23.
Screening C[C@H]1CN([C@@H](C)CO)C(=O)Cc2cc(NC(=O)C3CC3)ccc2O[C@H]1CN(C)S(=O)(=O)c1cccs1 returned p53 PUMA act 4 and STK33 inh -3.
Screening Cc1ccc(NC(=O)CSc2n[nH]c(-c3ccccc3Cl)n2)cc1C returned p53 PUMA act -5 and STK33 inh 0.
For Cn1c(=O)c2c(ncn2CCCN)n(C)c1=O the results were p53 PUMA act -5 and STK33 inh -2.
Screening C[C@@H]1CN([C@@H](C)CO)C(=O)Cc2cc(NC(=O)Nc3ccc4c(c3)OCO4)ccc2O[C@@H]1CN(C)Cc1ccc2c(c1)OCO2 returned STK33 inh -1.
For C[C@@H]1CN([C@H](C)CO)C(=O)c2cc(C#CC3CCCCC3)cnc2O[C@H]1CN(C)C(=O)Nc1ccccc1 the results were p53 PUMA act 0.
For O=c1oc2ccccc2cc1O the results were STK33 inh -1.
